Assay outcomes: PubChem, several laboratories
VHR inh abs: blocks human VHR1 dual specificity phosphatase. P51452. recombinant VHR phosphatase, pNPP absorbance. inhibition, % at 13.3 µM. 0.52% of 290,000 active; in the data active = inhibition above about 50%; note: some compounds called inactive have numbers as strong as hits
Target sequence (P51452 whole entry, looked up): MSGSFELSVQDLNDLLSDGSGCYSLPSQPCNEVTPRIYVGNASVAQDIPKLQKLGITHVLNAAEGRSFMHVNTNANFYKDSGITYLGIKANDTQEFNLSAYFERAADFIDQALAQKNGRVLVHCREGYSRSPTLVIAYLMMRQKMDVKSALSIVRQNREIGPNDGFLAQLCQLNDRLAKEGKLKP
SARS 3CLpro inh: SARS-CoV 3CLpro protease inhibition | inhibition, % at 6 µM | recombinant SARS-CoV 3CLpro, quenched FRET peptide cleavage | 0.14% of 290,000 active | AID 1706 | P0C6X7; in the data active = inhibition above about 12%
MazF activator: MazEF (E. coli) toxin RNase activation; AID 504720; 0.32% of 350,000 active; activation, % at 20 µM; FAM/BHQ RNA-DNA oligo cleavage fluorescence, 5 h; in the data active = activation above about 50%
Target sequence (P0AE70 whole entry, looked up): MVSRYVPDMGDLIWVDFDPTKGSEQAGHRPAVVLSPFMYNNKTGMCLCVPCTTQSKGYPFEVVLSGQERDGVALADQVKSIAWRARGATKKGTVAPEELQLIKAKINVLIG
Rv3671c inh: inhibits the M. tuberculosis serine protease Rv3671c; P9WHR9; inhibition, % at 5.96 µM; 0.048% of 320,000 active; AID 2606; in the data active = inhibition above about 38%;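 note: extracellular domain of Rv3671c used as enzyme; 0% = enzyme with DMSO and 100% = no enzyme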
Target sequence (P9WHR9 whole entry, looked up, the tested form may be a part): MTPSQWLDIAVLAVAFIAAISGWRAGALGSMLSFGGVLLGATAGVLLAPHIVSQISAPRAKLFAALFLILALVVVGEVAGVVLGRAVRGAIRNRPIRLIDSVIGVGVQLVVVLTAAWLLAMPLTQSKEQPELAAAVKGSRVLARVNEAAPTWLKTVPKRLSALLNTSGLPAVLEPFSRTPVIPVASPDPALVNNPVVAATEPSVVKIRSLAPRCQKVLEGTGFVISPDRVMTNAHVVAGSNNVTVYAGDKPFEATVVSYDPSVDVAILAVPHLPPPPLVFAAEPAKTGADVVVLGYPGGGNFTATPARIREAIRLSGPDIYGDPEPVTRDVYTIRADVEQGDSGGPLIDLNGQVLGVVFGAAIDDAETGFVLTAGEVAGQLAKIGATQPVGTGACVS
UGM FP inh: inhibitors of M. tuberculosis UDP-galactopyranose mutase. P9WIQ1. purified UGM, fluorescence polarization probe displacement. inhibition, % at 10 µM. 0.06% of 320,000 active. AID 504406; in the data active = inhibition above about 10%, passing the limit was not always enough
Mtb FBA inh: inhibits M. tuberculosis FBA enzyme | purified M. tuberculosis FBA, fluorescence read-out | inhibition, % at 1 µM | 2.3% of 360,000 active | AID 588726; in the data active = inhibition above about 27%;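 note: 0% = vehicle and 100% = reference inhibitor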
Target sequence (P9WQA3 whole entry, looked up): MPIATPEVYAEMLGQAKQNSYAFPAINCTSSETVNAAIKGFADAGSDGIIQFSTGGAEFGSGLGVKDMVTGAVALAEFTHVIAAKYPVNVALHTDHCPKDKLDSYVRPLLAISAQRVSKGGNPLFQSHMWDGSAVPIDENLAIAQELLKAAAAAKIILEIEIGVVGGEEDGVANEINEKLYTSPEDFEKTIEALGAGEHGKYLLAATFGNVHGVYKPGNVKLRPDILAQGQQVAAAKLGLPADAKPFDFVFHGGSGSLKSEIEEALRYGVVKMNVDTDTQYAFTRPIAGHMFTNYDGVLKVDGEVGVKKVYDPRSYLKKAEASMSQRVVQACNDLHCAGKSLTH
SSB-PriA inh: inhibitors of Klebsiella pneumoniae PriA binding to SSB C-terminal tail. AID 1272365. AlphaScreen SSBct-PriA binding, biotinylated peptide. 0.6% of 430,000 active. inhibition, % at 33 µM; in the data active = inhibition mostly above about 37%, no sharp cut-off; inactive = mostly below about 20%;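 note: plate controls were negative control peptide for no effect and reference peptide for full effect; strong numbers were not always called active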
BH1578 lux ind: induces V. cholerae light production without autoinducers; V. cholerae BH1578 lux reporter, luminescence, 6 h; activation, % at 18.7 µM; 0.16% of 350,000 active; AID 588436; in the data active = activation mostly above about 9.7%, no sharp cut-off; note: not every result past the cut was called active; inactives centre near 0; reference of the scale not given here
GDH-TPI counter: GDH-TPI coupled enzyme inhibition counter-screen. GDH-TPI coupled enzyme counterscreen, NADH absorbance. inhibition, % at 4.8 µM. 1.2% of 360,000 active; in the data active = inhibition above about 30%;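 note: 0% = DMSO wells and 100% = wells lacking the enzyme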
Mtb BioA inh: blocks M. tuberculosis BioA enzyme activity. purified M. tuberculosis BioA enzyme, plate reader. inhibition, % at 9.99 µM. 0.096% of 360,000 active. AID 602481; in the data active = inhibition above about 40%
* hit, by the source's call; i = inactive; x = not tested or not shown; + = active, no number; & = joins results of further samples. Only part of the results is shown (hit frequency here may not be typical).

Molecule	VHR inh abs	SARS 3CLpro inh	MazF activator	Rv3671c inh	UGM FP inh	Mtb FBA inh	SSB-PriA inh	BH1578 lux ind	GDH-TPI counter	Mtb BioA inh
CCCNC(=O)c1ccc(N2CCC3(CC2)CC(c2ccccc2)=NO3)c(NC(=O)c2cccc(C)c2)c1	5	0	-41	-40	1.8	-2	-4	0.1	-5	0.4
COc1ccc(Cc2[nH]n3c(=O)c(Cl)c(C)nc3c2-c2ccccc2)cc1	-15	3	2	-3	1.2	2	-2	-0.5	8	x
O=C(NCCc1ccccc1)c1ccc(Br)o1	19	-3	0	-8	-1.1	-1	-9	-0.5	-4	0.7
Cc1ccc(CN2CCC2(C)C(=O)NC2CCc3ccccc32)cc1 (centres undefined)	x	x	x	x	x	0	x	-0.6	2	-0.8
N/C(Cc1ccc(Cl)cc1)=N\OC(=O)c1ccc2ccccc2c1	7	-5	-17	-7	0.6	0	x	i	-3	-2.9
O=C(O)/C=C/c1cccc(OCc2ccccc2)c1	10	4	-21	-3	4.0	2	-1	i	2	-0.4
O=C(Nc1ccc(C(=O)N2CCCCC2)cc1)c1ccccc1Cl	9	2	-3	-5	-2.3	1	-3	i	0	1.3
CCOC(=O)c1c(NC(=O)C2CC=CCC2C(=O)O)sc(C)c1CC (centres undefined)	-28	5	-1	6	1.8	1	6	-1.4	6	x
COc1ccc(N=Cc2ccc(-c3ccccc3)o2)cc1	2	1	5	4	2.6	-4	21	-0.4	15	x
CCc1nc2c(OCc3ccc(C(=O)OC)cc3)cccn2c1N(C)C(=O)c1ccc(OC)cc1	x	x	x	x	x	-1	x	i	0	-1.3
Nc1nc(=S)c2ncn(C3CCCC3)c2[nH]1	11	0	7	x	-4.0	1	-4	-0.9	27	x
O=C(CSc1nncn1-c1ccccc1)N1CCCC1	7	-1	-17	5	-6.1	1	-3	i	-2	-0.9
Cc1c(C(=O)C(C)C)n(C)c2ccccc12	25	3	-10	0	0.0	0	0	-0.8	15	2.4
COc1ccc(/C=C2\SC(=O)N(CCNC(=O)C3CC4C=CC3C4)C2=O)cc1 (centres undefined)	20	3	8	-1	0.9	1	4	2.8	22	x
CN(C(=O)c1cccc(NC(=O)C2CCN(C(=O)OC(C)(C)C)CC2)c1)C1CCC1	x	x	7	1	-2.3	-1	-6	-0.3	2	0.2
CCN1CCN(c2nc3c(C)cccn3c(=O)c2/C=C(\C#N)C(=O)NC)CC1	x	0	11	9	0.1	30*	-7	-0.3	7	0.0
O=C(NCc1ccc2c(c1)OCO2)c1c(F)c(F)c(F)c(F)c1F	16	-5	-12	-8	5.1	4	-15	-2.0	9	-0.1
O=C(Cn1nnc(-c2ccc(Cl)cc2)n1)NC1CCN(Cc2ccccc2)CC1	12	1	1	-12	-1.7	1	-3	-0.3	2	0.0
COCCCNC(=O)/C(C#N)=c1\s/c(=C\c2ccccc2OC(F)F)c(=O)n1CCCOC	-28	2	98*	4	-1.2	-3	x	-0.3	9	-1.4
O=S(=O)(Nc1cccc(-c2nnco2)c1)c1ccc(F)cc1F	27	-2	0	-3	-1.8	4	-10	i	-1	-2.8
O=C(CSc1nnc(SCc2ccccc2Cl)s1)N/N=C/c1c[nH]c2ccccc12	26	-1	-7	6	-1.2	-2	x	i	4	-2.0
OCCCc1nc2ccccc2[nH]1	16	-3	6	-2	0.3	2	3	0.5	-3	-0.9
COC(=O)C1NN=C(C(=O)c2ccc(Br)cc2)C1c1cccc(Br)c1 (centres undefined)	-2	3	-8	-7	0.6	-2	7	-0.2	4	x
CN(C)CCCN(C(=O)c1ccc(S(=O)(=O)N2CCCCCC2)cc1)c1nc2c(F)cccc2s1	-2	4	21	0	-3.2	4	6	-3.4	2	-2.2

A different layout for four compounds above.
Compound: COc1ccc(/C=C2\SC(=O)N(CCNC(=O)C3CC4C=CC3C4)C2=O)cc1 (centres undefined)
  VHR inh abs = 20
  SARS 3CLpro inh = 3
  MazF activator = 8
  Rv3671c inh = -1
  UGM FP inh = 0.9
  Mtb FBA inh = 1
  SSB-PriA inh = 4
  BH1578 lux ind = 2.8
  GDH-TPI counter = 22
  Mtb BioA inh = x
Compound: CN(C(=O)c1cccc(NC(=O)C2CCN(C(=O)OC(C)(C)C)CC2)c1)C1CCC1
  VHR inh abs = x
  SARS 3CLpro inh = x
  MazF activator = 7
  Rv3671c inh = 1
  UGM FP inh = -2.3
  Mtb FBA inh = -1
  SSB-PriA inh = -6
  BH1578 lux ind = -0.3
  GDH-TPI counter = 2
  Mtb BioA inh = 0.2
Compound: CCN1CCN(c2nc3c(C)cccn3c(=O)c2/C=C(\C#N)C(=O)NC)CC1
  VHR inh abs = x
  SARS 3CLpro inh = 0
  MazF activator = 11
  Rv3671c inh = 9
  UGM FP inh = 0.1
  Mtb FBA inh = 30*
  SSB-PriA inh = -7
  BH1578 lux ind = -0.3
  GDH-TPI counter = 7
  Mtb BioA inh = 0.0
Compound: O=C(NCc1ccc2c(c1)OCO2)c1c(F)c(F)c(F)c(F)c1F
  VHR inh abs = 16
  SARS 3CLpro inh = -5
  MazF activator = -12
  Rv3671c inh = -8
  UGM FP inh = 5.1
  Mtb FBA inh = 4
  SSB-PriA inh = -15
  BH1578 lux ind = -2.0
  GDH-TPI counter = 9
  Mtb BioA inh = -0.1

Next part.
Molecule	VHR inh abs	SARS 3CLpro inh	MazF activator	Rv3671c inh	UGM FP inh	Mtb FBA inh	SSB-PriA inh	BH1578 lux ind	GDH-TPI counter	Mtb BioA inh
COCCOC(=O)C1=C(N)OC2=C(C(=O)CCC2)C1c1cccnc1 (centres undefined)	18	1	1	0	2.0	4	-14	5.0	2	0.8
CCOC(=O)c1cnc2c(C)cccc2c1Nc1cccc(C(=O)O)c1	29	-2	2	1	-4.6	3	-5	-0.4	16	-0.1
Cc1ccc(CN2CCSc3ccc(C(=O)NCCCN4CCOCC4)cc32)cc1	-1	-3	4	2	-3.1	162*	18	i	9	1.9
O=C(CSCC(=O)N1CCN(c2ccccc2)CC1)Nc1nc(-c2ccc(Cl)s2)cs1	2	-3	3	-8	3.6	1	22&-5	-0.1	7	-0.5
COc1cccc2cc(C(=O)N(C)C3CCN(C)CC3)c(=O)oc12	10	4	0	3	0.1	4	-12	-1.3	11	-1.0
Cc1ccc(S(=O)(=O)NCc2n[nH]c(=S)n2C)cc1	20	3	1	-3	-0.7	-6	-10	-1.8	-4	-2.2
COc1ccc(/C=N/n2c(SC)nnc(C(C)(C)C)c2=O)cc1	-8	-3	-2	9	2.4	-2	x	5.2	27	-0.5
O=C(Cc1ccccc1[N+](=O)[O-])NCC1(c2cccc3c2OCO3)OCCO1	x	x	18	x	x	1	-1	-1.0	-7	x
O=C(O)CC(NC(=O)C(F)(F)F)c1ccc2c(c1)OCO2 (centres undefined)	2	6	12	-12	-0.4	0	-7	-0.3	3	-1.2
Cc1cccc(N2CCN(C(=O)c3ccnn3C)CC2)c1C	15	1	0	2	-1.3	-1	-3	2.2	5	-1.5
CC1(C(=O)NS(=O)(=O)c2ccc(Cl)cc2)CCN1C(=O)C1(c2ccc(Cl)cc2)CCC1 (centres undefined)	x	x	x	x	x	-2	x	-0.5	0	0.4
CC(=O)c1ccc(NC(=O)C(Cc2ccccc2)n2cccc2)cc1 (centres undefined)	13	1	-15	2	2.3	3	-3	0.8	-12	1.7
CCc1ccc(NC(=O)COc2cccc(-n3cnnn3)c2)cc1	8	-12	0	-10	-0.4	2	-4	-0.1	4	-1.8
NS(=O)(=O)c1ccc(N/N=C/c2ccccc2Br)cc1	34	3	8	0	0.8	0	x	0.6	20	x
CS(=O)(=O)Nc1ccc2c(c1)[C@H]1C[C@H](CC(=O)NCc3ccccc3)O[C@H](CO)[C@H]1O2	x	x	9	x	x	-1	x	-0.4	9	-0.1
CCC(C)[C@H](NC(=O)[C@H](Cc1ccccc1)n1c(=O)[nH]c2ccccc2c1=O)C(=O)NCC1CCC(C(=O)O)CC1 (some centres undefined)	17	2	7	-10	1.9	2	-7	-0.6	1	-1.5
Cc1ccc(N=Cc2cc(C)n(C3CCCC3)c2C)cc1	31	3	-12	6	-2.0	-3	11	0.1	-2	0.8
COc1ccc(NC2CCCN(C(=O)c3cccc(N(C)C)c3)C2)cc1 (centres undefined)	-2	0	4	x	x	1	-5	-2.6	3	1.8
CC(C(=O)Nc1ncc([N+](=O)[O-])s1)N1C(=O)c2ccccc2S1(=O)=O (centres undefined)	x	x	9	-1	-1.3	3	-11	-0.8	0	-0.7
O=C(Nc1ccc(F)cc1)c1cc(S(=O)(=O)N2CCCCC2)cs1	34	9	14	-25	-1.7	1	-4	i	5	2.4
CC(C)(C)NC(=O)CSc1nc(N)c(-c2ccccc2)c(=O)[nH]1	15	2	3	-3	-0.5	0	-2	-0.5	1	x
COc1cccc(OCc2cc(C(=O)N(C)Cc3nc4ccccc4[nH]3)no2)c1	51*	-3	2	-2	-0.9	0	-10	i	4	5.7
CC(C)CC(=O)Nc1ccc(-c2cn3cccnc3n2)cc1	0	1	-1	-1	0.0	+	-17	i	24	x
O=C(CN1C(=O)c2ccccc2C1=O)NCc1ccccn1	-8	-2	8	4	2.4	1	-9	-0.3	10	0.5
CCO[C@H]1OC(C(N)=O)=C[C@@H](c2ccc(Br)cc2)[C@@H]1CCCO	0	-1	2	-7	-1.4	6	11	-0.6	0	0.2
Cc1ccc(C(=O)O/N=C(\N)Cc2cccc3ccccc23)cc1	12	7	1	2	1.3	0	i	i	9	-0.8
Cc1ccc(S(=O)(=O)N2CCOCC2)cc1NC(=O)CSc1nc(N)cc(N)n1	x	x	-5	x	x	1	14	-4.8	1	-0.9
CCOC(=O)C(C#N)(Cc1cc(OC)cc(OC)c1)Cc1cc(OC)cc(OC)c1	x	x	0	-9	-2.9	0	-1	i	11	-1.7
Cc1ccc(-c2nn(CCC(=O)O)cc2CCC(=O)O)cc1	15	-2	3	6	0.5	0	-11	-0.4	10	0.8
O=c1[nH]c(-c2cccnc2)nc2ccccc12	24	1	2	2	0.4	1	8	-0.1	-5	x
C/C(=N/OC(=O)CC(C)C)c1cc(-c2ccc(Cl)cc2)no1	28	-2	-5	-1	3.1	0	x	-3.1	-1	x
NC(=S)NN=Cc1cc(-c2cccc(N)c2)ccn1	x	x	8	x	x	-2	x	4.0	28	0.0
CC1CCN(C(=O)C(=O)c2cn(CC(=O)N3CCCCCC3)c3ccccc23)CC1	14	-1	-3	5	-0.6	0	10	i	8	-1.6
C=CCNc1nc(SC)nc2ccsc12	10	-2	0	-3	0.2	1	8	i	9	1.6
CN1C(=S)SC(N(O)C(=O)Nc2ccc(Cl)c(Cl)c2)C1(C)C (centres undefined)	37	-8	4	-18	-0.4	4	18	-0.2	12	x
COC(=O)CN(C#N)c1nc(SC)nc(N(C)C)n1	30	-1	-5	-1	1.4	1	-14	1.0	1	0.1
C=CCN1C(=O)/C(=C2/Sc3ccccc3N2C)SC1=Nc1ccccc1C	26	3	-28	-10	0.0	-7	1	i	9	-3.1
COc1cccc(NC2=C(C#N)C(=O)NC(c3cccc(OC)c3O)S2)c1 (centres undefined)	10	3	6	2	3.2	3	-11	0.3	16	4.7
COC(=O)[C@@]12CCCN1[C@H](c1ccc(-c3ccccc3)c(OC)c1)[C@H]1C(=O)N(C)C(=O)[C@H]12	x	x	3	-3	1.6	1	-2	2.8	-10	0.0
C=Cn1c(C(=O)O)ccc1-c1ccc(OC)cc1	13	0	-4	10	1.3	2	-21	-0.4	-3	x
COc1ccc2nc3sc(C(=O)NCCN4CCc5ccccc5C4)cc3cc2c1	10	-5	6	-21	-0.4	6	14	-0.4	12	4.6
CN(C)C(=O)CN1C(=O)C2CC=C(Cl)CC2C1=O (centres undefined)	17	-8	3	-3	-4.0	-4	-4	-0.5	7	-4.0
CSc1cccc(NC(=O)N2CCCC(CNS(=O)(=O)Cc3ccccc3)C2)c1 (centres undefined)	8	6	0	-4	0.3	-4	2	-0.4	1	2.2
O=C(CSc1nnc(NC(=O)c2cccc(F)c2)s1)NCC1CCCO1 (centres undefined)	-4	3	9	-3	-2.4	2	-14	i	17	1.2
NCC(=O)Nc1ccc(Cl)cc1C(=O)c1ccc[nH]1	-3	1	3	x	x	1	-13	-0.9	29	x
O=C(COC(=O)CCc1nc2ccccc2s1)Nc1cccc(S(=O)(=O)N2CCOCC2)c1	-4	-9	-5	-9	3.7	0	-3	x	5	1.0
CCCSc1cc(=O)n(-c2ccccc2)nc1C(=O)OCC	21	-9	3	-10	-1.1	1	-16	i	14	-2.0
